# mIAP block: blocks mouse intestinal alkaline phosphatase; purified mouse IAP, CDP-Star luminescence, 30 min; 330,000 tested, 0.2% active; AID 2806; inhibition, % at 10 µM;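 active = inhibition of at least 40% at 10 µM in the primary screen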;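 note: plate controls were DMSO with enzyme for no effect and no enzyme wells for full effect; values of inactives mirror those of a sister screen read the other way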
# ATG4B inh: inhibitors of human ATG4B cysteine protease | ATG4B cleavage of LC3-PLA2, NBD-HPC fluorescence, 1 h | AID 504462 | 340,000 tested, 0.51% active | inhibition, % at 8.33 µM | Q9Y4P1; in the data active = inhibition above about 40%
# Target sequence (Q9Y4P1 whole entry, looked up): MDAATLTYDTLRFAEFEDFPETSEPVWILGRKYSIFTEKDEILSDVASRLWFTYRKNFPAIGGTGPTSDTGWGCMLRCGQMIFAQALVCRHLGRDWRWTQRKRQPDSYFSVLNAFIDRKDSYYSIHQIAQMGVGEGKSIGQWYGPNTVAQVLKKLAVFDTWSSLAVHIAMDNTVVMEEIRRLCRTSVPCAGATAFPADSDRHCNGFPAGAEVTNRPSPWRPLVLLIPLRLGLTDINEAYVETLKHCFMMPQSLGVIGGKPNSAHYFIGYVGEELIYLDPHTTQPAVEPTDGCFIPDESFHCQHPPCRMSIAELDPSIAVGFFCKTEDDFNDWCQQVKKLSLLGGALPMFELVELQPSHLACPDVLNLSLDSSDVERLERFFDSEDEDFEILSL
# Apaf1 inhib: human Apaf-1 inhibition; O14727; reconstituted apoptosome caspase-3 activity, DEVD-Rh110 fluorescence; inhibition, % at 20 µM; 330,000 tested, 0.71% active; active = inhibition of at least 40% at 20 µM;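 note: plate controls were DMSO wells for no effect and DEVD-CHO caspase inhibitor wells for full effect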
#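 Assay system: Apoptosome proteins | Medium: pH 7.5 Hepes buffer with CHAPS, BSA, DTT | Also added: Cytochrome c and DEVD-Rh110 substrate | Times: 30 min plus 50 min, RT | Detection: Rhodamine 110 fluorescence at Ex 480/Em 540 nm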
# tim10-1 inh: tim10-1 yeast growth inhibition; S. cerevisiae tim10-1 ts strain growth, BacTiter-Glo, 24 h; 330,000 tested, 2.2% active; inhibition, % at 20 µM;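 active = inhibition of at least 40%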;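 note: mutant grown at 25 °C; 0% = DMSO wells with yeast and 100% = wells holding no yeast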
# hIAP act: increases human intestinal alkaline phosphatase activity | P09923 | purified human IAP, CDP-Star luminescence, 30 min; hits give high values; 1 = vehicle-only enzyme, 0 = enzyme-free background | activation factor at 10 µM | 330,000 tested, 0.16% active | AID 2524;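 active = activation factor of the enzyme at least 2-fold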; note: the source names both 10 and 20 µM as test concentration; values of inactives mirror those of a sister screen read the other way
# Target sequence (P09923 whole entry, looked up): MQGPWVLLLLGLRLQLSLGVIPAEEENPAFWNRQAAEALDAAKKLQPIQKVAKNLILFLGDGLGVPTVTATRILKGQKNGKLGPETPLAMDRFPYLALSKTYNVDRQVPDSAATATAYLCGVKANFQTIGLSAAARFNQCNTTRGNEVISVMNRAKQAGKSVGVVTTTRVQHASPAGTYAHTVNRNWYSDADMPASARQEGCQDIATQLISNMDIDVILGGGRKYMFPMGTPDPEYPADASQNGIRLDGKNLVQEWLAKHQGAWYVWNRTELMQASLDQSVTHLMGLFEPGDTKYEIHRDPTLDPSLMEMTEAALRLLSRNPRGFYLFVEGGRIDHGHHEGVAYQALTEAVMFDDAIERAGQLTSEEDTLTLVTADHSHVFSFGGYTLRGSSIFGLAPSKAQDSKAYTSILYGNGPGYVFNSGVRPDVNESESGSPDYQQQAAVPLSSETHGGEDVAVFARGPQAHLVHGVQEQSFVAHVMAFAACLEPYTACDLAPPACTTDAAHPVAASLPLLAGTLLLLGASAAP
# mIAP act: increases mouse intestinal alkaline phosphatase activity; muIAP, CDP-Star luminescence, 30 min; hits give high values; 1 = vehicle-only enzyme signal, 0 = enzyme-free wells; activation factor at 10 µM; 330,000 tested, 0.24% active;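 active = activation factor of at least 2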; note: the source names both 10 and 20 µM as test concentration; values of inactives mirror those of a sister screen read the other way
#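 also added = chemiluminescent substrate CDP-Star | test system = mouse IAP enzyme | signal = chemiluminescence readout | compound = DMSO-dissolved test compounds | incubation = 30 min at room temperature | benchmarks = DMSO wells, no-enzyme wells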
# hIAP block: blocks human intestinal alkaline phosphatase | P09923 | purified IAP, CDP-Star luminescence, 30 min | inhibition, % at 10 µM | 330,000 tested, 0.12% active;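 active = inhibition reaching a set limit with compound at 10 µM in the primary screen, cut at about 35% in these data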;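 note: plate controls were DMSO wells with enzyme for no effect and no-enzyme buffer wells for full effect; values of inactives mirror those of a sister screen read the other way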
# TIM10 inh: inhibits growth of TIM10 yeast strain | S. cerevisiae TIM10 strain growth, BacTiter-Glo luminescence, 24 h | 330,000 tested, 1.4% active | inhibition, % at 10 µM;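 active = inhibition of 40% or more at the single tested concentration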;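 note: wild-type TIM10 isogenic control strain grown at permissive 25 °C; 0% = DMSO yeast wells and 100% = minimal medium wells without yeast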
# NLRP3 yeast inh: NALP3 inhibition in yeast. Yeast reconstituted NLRP3/ASC/caspase-1, beta-gal luminescence, 24 h. inhibition, % at 10 µM. 330,000 tested, 0.39% active;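 active = inhibition of 50% or more; inactive = inhibition below 50%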;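 note: plate controls were induced DMSO wells for no effect and uninduced yeast grown without galactose for full effect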
# The depositor's hits bear a star; x = no result given.
smiles | mIAP block | ATG4B inh | Apaf1 inhib | tim10-1 inh | hIAP act | mIAP act | hIAP block | TIM10 inh | NLRP3 yeast inh
CC(OC(=O)c1oc2ccccc2c1COc1ccccc1)C(=O)NC(N)=O (centres undefined) | -18 | -4 | 23 | 4 | 1.1 | 1.2 | -8 | -10 | 5
CN(CCCNC(=O)CCC(=O)N1CCOc2ccc(Cl)cc21)Cc1ccccc1 | -17 | 7 | 5 | 3 | 0.92 | 1.2 | 8 | -3 | 15
COc1ccc(S(=O)(=O)N2CCOC23CCN(C(=O)c2ccccc2Br)CC3)cc1 | -1 | 0 | 6 | 37 | 1.1 | 1 | -12 | -5 | 18
O=C1OC(c2ccc(F)cc2)=C/C1=C\c1ccc([N+](=O)[O-])o1 | 24 | x | 7 | 71* | 1 | 0.76 | 0 | 64* | 3
COc1ccc(S(=O)(=O)NCCc2ccccc2)cc1OC | -5 | -6 | -7 | 3 | 1 | 1 | -1 | -5 | 25
Cc1cc2oc(=O)cc(CN3CCCCC3C)c2cc1C(C)C (centres undefined) | 10 | -9 | 12 | 0 | 0.91 | 0.9 | 9 | 19 | 9
CNC(=O)CN1C(=O)COc2ccc(S(=O)(=O)N3CCCCCC3)cc21 | -3 | -4 | -3 | 5 | 0.78 | 1 | 22 | 0 | 16
COC(=O)C1=C(C)N(c2ccc(C)cc2)/C(=C/c2cccs2)C1=O | 6 | -13 | 19 | 38 | 0.89 | 0.94 | 11 | 43* | -2
O=C(OCN1C(=O)c2ccccc2C1=O)c1cc(S(=O)(=O)N2CCOCC2)ccc1F | -3 | 5 | 5 | -1 | 0.95 | 1 | 5 | 9 | 12
CCOc1cc(Cl)c(NC(=O)CC)cc1OCC | 0 | -3 | -13 | 4 | 0.97 | 1 | 3 | 8 | -1
O=C(NCCc1ccccc1)C1CCC(CNc2c(N3CCCCC3)c(=O)c2=O)CC1 (centres undefined) | 16 | 2 | 10 | 3 | 0.8 | 0.84 | 20 | -4 | 5
Cc1csc2c(N3CCN(S(=O)(=O)c4ccc(Cl)cc4)CC3)ncnc12 | 3 | 4 | 8 | 12 | 0.93 | 0.97 | 7 | 13 | 68*
O=C1C=C(c2ccc3ncccc3c2)C[C@@H](c2ccc(F)cc2)C1 | 6 | -10 | 11 | -7 | 1 | 0.94 | -1 | 3 | 7
Cc1ccccc1NC(=O)CC(=O)c1ccccc1 | -1 | -1 | 8 | 5 | 1 | 1 | -3 | 3 | 20
CC(C)(C)c1ccc(C(=O)NCC2CCCN2S(=O)(=O)c2ccccc2)cc1 (centres undefined) | -7 | -7 | 28 | 25 | 0.99 | 1.1 | 0 | 25 | 4
COc1ccc(-c2noc(CCCC(=O)Nc3ccc(C(N)=O)cc3)n2)cc1 | 2 | -4 | -5 | 10 | 0.91 | 0.98 | 9 | -13 | 4
O=C1CCCN2N=C(SCC(=O)N3CCCCC3)SC2=N1 | -4 | -10 | -17 | -4 | 0.97 | 1 | 3 | -3 | -2
CCn1cnc2c1c(=O)n(CC(=O)Nc1cc(C)on1)c(=O)n2Cc1ccccc1 | -7 | -21 | -13 | 1 | 1 | 1.1 | -5 | 10 | 8
Cc1ccc2[nH]c(C(=O)O)c(NC(=O)CN3CCN(c4cccc(C)c4C)CC3)c2c1 | -1 | 29 | 22 | 0 | 1.1 | 1 | -7 | 5 | 19
Cc1ccc(Nc2ccc(C(=O)O)cc2N)cc1 | 3 | -5 | 5 | 19 | 0.86 | 0.97 | 14 | 10 | 10
CCn1c(=NC(=O)CS(=O)(=O)c2ccc(C)cc2)sc2cccc(OC)c21 | 2 | -14 | 18 | 14 | 1.2 | 0.98 | -20 | -18 | 9
Cc1cc(C)n2nc(SCC(=O)N3CCCCC3C)nc2n1 (centres undefined) | -5 | -3 | 5 | -6 | 1.1 | 1 | -5 | 6 | -2
N#C/C(=C\c1ccc(N2CCOCC2)o1)c1ccccc1 | 8 | -12 | 12 | 34 | 1 | 0.92 | -3 | 23 | 26
CN1/C(=C\C(=O)CSc2cccc[n+]2[O-])C(C)(C)c2ccccc21 | -3 | 1 | -2 | 32 | 1 | 1 | -3 | 41* | 2
CCCS(=O)(=O)N1CCN(CCN2C(=O)c3cccc4cccc(c34)C2=O)CC1 | -7 | 9 | -9 | 14 | 1 | 1.1 | -1 | 12 | 12
O=C(/C=C/c1ccco1)NC(=S)Nc1ccccc1N1CCOCC1 | 4 | 3 | 15 | 50* | 1 | 0.96 | -5 | 43* | 16
CN(CC(=O)NCCc1ccc(S(N)(=O)=O)cc1)Cc1c(F)cccc1Cl | 3 | -5 | 3 | -6 | 0.92 | 0.97 | 8 | -16 | 26
Cc1nnc(C)n1/N=C/c1ccccn1 | -6 | 0 | 6 | 17 | 1.1 | 1.1 | -12 | -8 | 20
CC1(C)Oc2ccc3ccc(=O)oc3c2C(/C=N/O)C1=O (centres undefined) | -8 | -4 | 4 | 4 | 0.94 | 1.1 | 6 | -17 | 15
CCN(C(=O)COC(=O)c1cccc(NS(=O)(=O)c2ccc(F)c(F)c2)c1)C1CCS(=O)(=O)C1 (centres undefined) | -9 | x | -6 | -8 | 1.1 | 1.1 | -5 | 1 | 10
CCOc1ccc2nc(SCC(=O)Nc3ncccn3)[nH]c2c1 | 7 | -1 | 0 | 1 | 1.4 | 0.93 | -45 | 8 | 13
[O-][n+]1c2ccccc2[n+]([O-])c2cc(O)ccc21 | 10 | 9 | 30 | 25 | 1 | 0.9 | -1 | 15 | 27
NNc1cc(C(=O)O)ccc1Cl | -1 | -10 | 5 | 19 | 1.1 | 1 | -10 | 0 | 5
Cc1sc(C(=O)NCc2cccnc2)c2nc(C)n(CC(=O)NCc3cccnc3)c(=O)c12 | -2 | 0 | -23 | 3 | 1 | 1 | -1 | -5 | 8
C[C@H](CO)N1C[C@H](C)[C@@H](CN(C)S(=O)(=O)c2cccs2)Oc2ccc(NC(=O)Nc3ccc(C(F)(F)F)cc3)cc2C1=O | -49 | -21 | 8 | 3 | 1 | 1.5 | -4 | -1 | 9
CC(NC(=O)CSc1nc(C2CC2)n(-c2ccccc2)n1)c1ccco1 (centres undefined) | 10 | -5 | -9 | 15 | 1 | 0.9 | -3 | -3 | 14
O=C(O)C1CCCCC1C(=O)NCCCN1CCCC1=O (centres undefined) | 1 | 3 | -16 | 9 | 0.9 | 0.99 | 10 | 3 | 7
NC(=O)c1sc2nc(N3CCCCC3)c3c(c2c1N)CCCC3 | 2 | -6 | 19 | 36 | 0.89 | 0.98 | 11 | 28 | 21
O=C(NC(CO)(CO)CO)c1coc(=O)c(Br)c1 | -8 | 4 | -4 | 11 | 0.94 | 1.1 | 6 | -9 | 0
CCC(C)(C)n1nnnc1C(c1ccc(Cl)cc1)N1CCN(C)CC1 (centres undefined) | -6 | 5 | 1 | -14 | 1.2 | 1.1 | -24 | -2 | 21
OC(COc1ccc(Cl)cc1)CN1CCN(c2ccccn2)CC1 (centres undefined) | -4 | -3 | -2 | -23 | 1 | 1 | -2 | -33 | 35
O=C(CN1CCN(c2cnn(-c3ccccc3)c(=O)c2Cl)CC1)NC1CCS(=O)(=O)C1 (centres undefined) | 5 | -3 | -8 | -15 | 0.88 | 0.95 | 12 | -6 | 8
Cc1ccc(NC(=S)N(C)C(c2ccccc2)c2ccccc2)cc1C | -14 | 13 | 25 | 10 | 1.1 | 1.1 | -9 | 6 | 15
CCCN(CCC)CCCNS(=O)(=O)c1ccc2c(c1)oc(=O)n2C | 1 | 0 | 10 | 16 | 0.86 | 0.99 | 14 | -23 | 7
O=C(COc1ccc(/C=N/NC(=O)c2cccnc2)cc1)Nc1ccccc1 | 8 | -9 | -10 | 2 | 0.99 | 0.92 | 1 | 4 | 10
CS/C(N)=N/N=C/c1cc(C)ccc1O | -12 | -11 | -4 | -22 | 1.2 | 1.1 | -15 | 25 | 26
Cc1cc(C)n2ncc(/C(N)=N/OC(=O)Nc3ccc(Cl)cc3)c2n1 | -18 | -7 | -7 | 8 | 0.95 | 1.2 | 5 | 7 | 14
COc1ccc(/C=C/C(=O)NCCCN2CCCC2)cc1 | 3 | 4 | 12 | 0 | 1.1 | 0.97 | -14 | 10 | -4
O=C(c1ccccc1NS(=O)(=O)c1cccc([N+](=O)[O-])c1)N1CCCC1 | 4 | -2 | 1 | -5 | 1.2 | 0.96 | -18 | 4 | 9
O=C(CN1CC[n+]2c(-c3cccs3)csc21)c1ccc(Br)cc1 | 21 | -1 | -5 | 28 | 1.1 | 0.79 | -15 | 8 | 6
CC(OC(=O)c1nccnc1N)C(=O)Nc1ccc(S(=O)(=O)N2CCCC2)cc1 (centres undefined) | 5 | 8 | 1 | 20 | 1.1 | 0.95 | -5 | 7 | -6
COc1ccc(C(C(=O)NC2CCCCC2)N(Cc2ccco2)C(=O)CNC(=O)c2ccco2)cc1 (centres undefined) | -8 | -3 | 12 | 2 | 1 | 1.1 | -1 | 8 | 17
c1csc(CSc2nc3ccccc3s2)c1 | 8 | 3 | 1 | 6 | 0.84 | 0.92 | 16 | 8 | 17
COC(=O)C1C(=O)C2=C(CC1C)NC(=O)CC2c1ccc(F)cc1 (centres undefined) | 0 | -1 | -14 | 3 | 0.83 | 1 | 17 | 0 | 2
COc1cccc(OC)c1C(=O)NC(=S)NCc1ccccc1 | 2 | -6 | 10 | -11 | 1.2 | 0.98 | -21 | -23 | 11
CC(C)c1ccc(C2c3[nH]c4ccccc4c3C[C@H]3C(=O)N(c4ccccc4C(=O)N4CCC(C(=O)O)CC4)C(=O)N23)cc1 (some centres undefined) | 3 | 7 | 14 | 26 | 1.1 | 0.97 | -6 | 0 | 17
Cc1ccc(OCCOC(=O)c2cccc(S(=O)(=O)N3CC(C)OC(C)C3)c2)cc1 (centres undefined) | 12 | 4 | 3 | 15 | 0.93 | 0.88 | 7 | 4 | 14

# In the list so far, these have two or more sulfur atoms:
smiles | mIAP block | ATG4B inh | Apaf1 inhib | tim10-1 inh | hIAP act | mIAP act | hIAP block | TIM10 inh | NLRP3 yeast inh
Cc1csc2c(N3CCN(S(=O)(=O)c4ccc(Cl)cc4)CC3)ncnc12 | 3 | 4 | 8 | 12 | 0.93 | 0.97 | 7 | 13 | 68*
O=C1CCCN2N=C(SCC(=O)N3CCCCC3)SC2=N1 | -4 | -10 | -17 | -4 | 0.97 | 1 | 3 | -3 | -2
CCn1c(=NC(=O)CS(=O)(=O)c2ccc(C)cc2)sc2cccc(OC)c21 | 2 | -14 | 18 | 14 | 1.2 | 0.98 | -20 | -18 | 9
CCN(C(=O)COC(=O)c1cccc(NS(=O)(=O)c2ccc(F)c(F)c2)c1)C1CCS(=O)(=O)C1 (centres undefined) | -9 | x | -6 | -8 | 1.1 | 1.1 | -5 | 1 | 10
C[C@H](CO)N1C[C@H](C)[C@@H](CN(C)S(=O)(=O)c2cccs2)Oc2ccc(NC(=O)Nc3ccc(C(F)(F)F)cc3)cc2C1=O | -49 | -21 | 8 | 3 | 1 | 1.5 | -4 | -1 | 9
O=C(CN1CC[n+]2c(-c3cccs3)csc21)c1ccc(Br)cc1 | 21 | -1 | -5 | 28 | 1.1 | 0.79 | -15 | 8 | 6
c1csc(CSc2nc3ccccc3s2)c1 | 8 | 3 | 1 | 6 | 0.84 | 0.92 | 16 | 8 | 17

# Assay outcomes deposited in PubChem by Sanford-Burnham Center for Chemical Genomics.

# Compounds were not picked by outcome (roughly 4.5% active in at least one column).
